b-catenin transl – beta-catenin nuclear translocation modulation; HeLa beta-catenin nuclear translocation, immunofluorescence imaging; 0.3% of 190,000 active; nuclear translocation activity, % at 5 µM;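 active = nuclear translocation activity above 50% at 5 µM, with a well cell count of 50 or more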;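 note: per-cell ratio of nuclear to cytoplasmic median beta-catenin stain intensity; plate controls were DMSO negative control for no effect and GSK-3 inhibitor IX positive control for full effect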
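Test system: human HeLa cell line; Doses: 5 µM primary, 0.02–20 µM confirmation; Incubation: 24 h compound exposure, 37°C; Detection: beta-catenin immunofluorescence imaging with DAPI; Read-out: beta-catenin nuclear/cytoplasmic ratio, % activation.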
human PMI inhibitors – MPI inhibition at elevated mannose 6-phosphate – biochemical, fluorescence intensity, high mannose 6-phosphate, primary screen (AID 1220). inhibition, % at 20 µM; hits with a dose series show IC50 in µM. recombinant PMI enzyme, coupled fluorescence intensity; higher % means a stronger effect. 0.66% of 190,000 active
TNAP activation fold – stimulation of alkaline phosphatase TNAP activity – biochemical, luminescent, no phosphate acceptor, uHTS, primary screen (AID 1001); one-dose activation fold at 20 µM; EC50 in µM for titrated hits; 0.03% of 200,000 active; purified TNAP, luminescent activation assay, no phosphate acceptor; higher activation fold means a stronger effect; in the data active = activation fold from about 3, or a potency from the dose series; inactive = the rest, 99 in 100 with activation fold below about 1.6; note: many of its hits are not listed in these tables
Autophagy HCS – modulators of autophagy. MEF GFP-LC3 puncta imaging; test concentration mostly 10 µM. calls only at 10 µM (by protocol). 0.98% of 190,000 active. AID 463193;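 active = percentage of spot-positive cells more than 3 SD above its plate mean, without a fluorescence outlier flag or 80% toxicity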;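 note: spot-positive cell cutoff set from DMSO-treated cells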
Hep lipid drop – modulators of hepatic lipid droplet formation; AML12 mouse hepatocytes, oleate lipid droplets, BODIPY imaging; inhibition, % at 6.5 µM; 0.4% of 240,000 active;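 active = lipid droplet intensity inhibited by at least 50%, with more than 500 cells counted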
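Assay system: AML12 mouse liver cells | Compound: 6.5 µM single-point dosing | Schedule: Overnight exposure | Technique: Fluorescence imaging, 20x objective, two fields per well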
MT stabilize HCS – microtubule stabilizers in HeLa cells; HeLa tubulin immunostaining HCS, 24 h; share of cells brighter than vehicle mean+2SD; % tubulin-high responders, % at 10 µM; 0.83% of 200,000 active; AID 2205;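 active = plate Z-score above 3 for both tubulin-high and condensed-nucleus cell shares, with cell loss under 80%, at 10 µM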;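 note: anti alpha tubulin signal scored within the nucleus-defined area of each cell; some results filed as inactive read as strong as hits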
PMI inhibitors – MPI enzyme activity inhibition – biochemical, fluorescence intensity, coupled assay, primary screen (AID 1209). purified PMI enzyme, coupled fluorescence intensity; higher % means a stronger effect. inhibition, % at 20 µM; hits with a dose series show IC50 in µM. 0.42% of 190,000 active;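 note: plate controls were DMSO vehicle for no effect and wells lacking substrate for full effect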
T cell HTS – modulates CD8 T cell binding to vesicles; 2C CD8+ T cell-vesicle binding, flow cytometry; hits give low values; calls only at 7 µM; 0.068% of 330,000 active;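 active = response, share of CD8 T cells binding vesicles, and their 90th percentile fluorescence all below set limits, cut at about 80% in these data, passing the limit was not always enough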
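incubation = binding step 1.5 h, 37 °C, antibody labelling 20 min, ice | test system = 2C mouse CD8+ T cells | read-out basis = percent CD8+ FL2 mean versus row control | controls = Peptide-free naked vesicles (low) and QL9 vesicles with 0.7% DMSO vehicle (high) | detection = flow cytometry of vesicle-bound cells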
Ins promoter up – MIN6 insulin promoter up-regulation; z-score at 5 µM; MIN6 insulin promoter-GFP reporter, high-content imaging; hits give high values; 0.3% of 190,000 active;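 active = z-score above 3 at 5 µM with at least 500 cells counted in the well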
Ins promoter up cell count – second read-out of Ins promoter up, no call of its own (marks repeat the call); cell count; measured here: cytotoxicity, nuclei count;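 total cells summed across four imaged fields per well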
Hep lipid drop cells 6.5 µM – second read-out of Hep lipid drop, no call of its own (marks repeat the call); cell count; measured here: cell count, cytotoxicity flag;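 cells counted across two imaged fields per well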
b-catenin transl cell count 5 µM – also measured in b-catenin transl; calls as there; cell count; measured here: cell count, cytotoxicity flag
T cell HTS vesicle-bound % – second read-out of T cell HTS, no call of its own (marks repeat the call); double positive events, %; measured here: CD8+ vesicle-bound cell fraction;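 binding gate set so that unloaded-vesicle control wells show 10% double positive cells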
MT stabilize HCS Hoechst-high % – second read-out of MT stabilize HCS, no call of its own (marks repeat the call); % Hoechst-high responders; measured here: nuclear condensation Hoechst responders;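 share of cells brighter than vehicle mean plus two SD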
MT stabilize HCS cytotoxicity % – further read-out of MT stabilize HCS, marked with its call; toxicity, %; measured here: cytotoxicity by cell density;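 0% = mean cell density of plate MIN control wells and 100% = no cells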
Autophagy HCS cell loss 18 h – also measured in Autophagy HCS; calls as there; toxicity, %; measured here: cell loss, nuclei count;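 cell loss after 18 h compound exposure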
* marks the source's active call; other numbers are inactive results. Cut-off read from the data, not from the text of the source, unless noted: active = inhibition above about 50%; inactive = the rest. Hits appear at their usual frequency. Share with any hit: about 2.9%.

CN(C)S(=O)(=O)N1CCN(c2ccc(Cl)cc2)CC1 was read as b-catenin transl -2.2, human PMI inhibitors 4%, TNAP activation fold 1.1, Autophagy HCS inactive, Hep lipid drop -1, MT stabilize HCS 3.3, PMI inhibitors 12%, T cell HTS inactive, Ins promoter up 0.68, Ins promoter up cell count 878, Hep lipid drop cells 6.5 µM 796, b-catenin transl cell count 5 µM 970, T cell HTS vesicle-bound % 23, MT stabilize HCS Hoechst-high % 2.1, MT stabilize HCS cytotoxicity % 11 and Autophagy HCS cell loss 18 h -25.
Screening COc1cc(C(=O)OCC(=O)Nc2ccc3c(c2)OC(F)(F)O3)ccc1OCc1c(C)noc1C returned b-catenin transl -1.5, human PMI inhibitors 4%, TNAP activation fold 1.1, Autophagy HCS inactive, Hep lipid drop -34, MT stabilize HCS 4.5, PMI inhibitors 8%, T cell HTS inactive, Ins promoter up -0.59, Ins promoter up cell count 982, Hep lipid drop cells 6.5 µM 740, b-catenin transl cell count 5 µM 1225, T cell HTS vesicle-bound % 26, MT stabilize HCS Hoechst-high % 2.0, MT stabilize HCS cytotoxicity % 3.9 and Autophagy HCS cell loss 18 h 2.
For CCn1c(COc2ccccc2OC)nnc1SCC#N the results were b-catenin transl -4.8, human PMI inhibitors -4%, TNAP activation fold 1.1, Autophagy HCS inactive, Hep lipid drop 24, MT stabilize HCS 3.7, PMI inhibitors 6%, T cell HTS inactive, Ins promoter up 0.95, Ins promoter up cell count 805, Hep lipid drop cells 6.5 µM 762, b-catenin transl cell count 5 µM 1181, T cell HTS vesicle-bound % 26, MT stabilize HCS Hoechst-high % 1.5, MT stabilize HCS cytotoxicity % 3.1 and Autophagy HCS cell loss 18 h 7.
For O=C(NCc1ccc2c(c1)OCO2)C1CCCN1C(=O)Nc1cccc(F)c1 (stereo not given) the results were b-catenin transl -1.1, human PMI inhibitors -5%, TNAP activation fold 1.1, Autophagy HCS inactive, Hep lipid drop -2, MT stabilize HCS 3.1, PMI inhibitors -1%, T cell HTS inactive, Ins promoter up 0.13, Ins promoter up cell count 1253, Hep lipid drop cells 6.5 µM 759, b-catenin transl cell count 5 µM 1134, T cell HTS vesicle-bound % 11, MT stabilize HCS Hoechst-high % 0.6, MT stabilize HCS cytotoxicity % 8.3 and Autophagy HCS cell loss 18 h 4.
Screening Cc1ccn2c(NC3CCCC3)c(-c3ccsc3)nc2c1 returned b-catenin transl -0.7, human PMI inhibitors 34%, TNAP activation fold 1.5, Autophagy HCS inactive, Hep lipid drop 5, MT stabilize HCS 1.7, PMI inhibitors 23%, T cell HTS inactive, Ins promoter up -0.13, Ins promoter up cell count 1310, Hep lipid drop cells 6.5 µM 768, b-catenin transl cell count 5 µM 1107, T cell HTS vesicle-bound % 37, MT stabilize HCS Hoechst-high % 2.1, MT stabilize HCS cytotoxicity % 6.5 and Autophagy HCS cell loss 18 h 2.
For CCOc1cccc(NC(=O)Cn2nc(-c3ccc4c(c3)OCCO4)ccc2=O)c1 the results were human PMI inhibitors -5%, TNAP activation fold 1.1, Autophagy HCS inactive, Hep lipid drop -6, MT stabilize HCS 3.0, PMI inhibitors -6%, T cell HTS inactive, Hep lipid drop cells 6.5 µM 728, T cell HTS vesicle-bound % 40, MT stabilize HCS Hoechst-high % 1.7, MT stabilize HCS cytotoxicity % 6.9 and Autophagy HCS cell loss 18 h 3.
For CC(C)NC(=O)Cn1cc(C#N)c2cc(Br)ccc21 the results were human PMI inhibitors 5%, TNAP activation fold 1.1, Autophagy HCS inactive, Hep lipid drop -3, MT stabilize HCS 4.0, PMI inhibitors 16%, T cell HTS inactive, Hep lipid drop cells 6.5 µM 676, T cell HTS vesicle-bound % 33, MT stabilize HCS Hoechst-high % 2.2, MT stabilize HCS cytotoxicity % 1.1 and Autophagy HCS cell loss 18 h -4.
`ON(Cc1c(F)cccc1Cl)Cc1c(F)cccc1Cl` gave b-catenin transl 0.4, Hep lipid drop -16, T cell HTS inactive, Ins promoter up -0.68, Ins promoter up cell count 1002, Hep lipid drop cells 6.5 µM 698, b-catenin transl cell count 5 µM 1331 and T cell HTS vesicle-bound % 36.
CC1CCN(C(=O)CN(c2ccc(Cl)c(C(F)(F)F)c2)S(C)(=O)=O)CC1 was read as human PMI inhibitors 1%, TNAP activation fold 1.2, Autophagy HCS inactive, Hep lipid drop 10, MT stabilize HCS 2.3, PMI inhibitors 8%, T cell HTS inactive, Ins promoter up -0.59, Ins promoter up cell count 957, Hep lipid drop cells 6.5 µM 786, T cell HTS vesicle-bound % 31, MT stabilize HCS Hoechst-high % 1.6, MT stabilize HCS cytotoxicity % 6.3 and Autophagy HCS cell loss 18 h -13.
For COc1ccccc1/C=C/CN1CCCC(CCC(=O)NCc2ccccc2F)C1 (stereo not given) the results were b-catenin transl -2.2, human PMI inhibitors 6%, TNAP activation fold 1.2, Autophagy HCS inactive, Hep lipid drop 2, MT stabilize HCS 3.7, PMI inhibitors 8%, T cell HTS inactive, Ins promoter up 0.45, Ins promoter up cell count 1361, Hep lipid drop cells 6.5 µM 688, b-catenin transl cell count 5 µM 998, T cell HTS vesicle-bound % 30, MT stabilize HCS Hoechst-high % 2.2, MT stabilize HCS cytotoxicity % 2.1 and Autophagy HCS cell loss 18 h 20.
CC(=O)OCCNc1cc(N2CCN(C)CC2)c2noc3c2c1C(=O)c1ccccc1-3 was read as b-catenin transl -3.4, human PMI inhibitors 50%*, TNAP activation fold 1, Autophagy HCS inactive, Hep lipid drop -2, MT stabilize HCS 4.7, PMI inhibitors 11%, Ins promoter up 1.8, Ins promoter up cell count 1149, Hep lipid drop cells 6.5 µM 677, b-catenin transl cell count 5 µM 1159, MT stabilize HCS Hoechst-high % 4.0, MT stabilize HCS cytotoxicity % 3.1 and Autophagy HCS cell loss 18 h 17.
COC(=O)c1ccc(/C=C/C(=O)O)cc1 was read as b-catenin transl 0.6, Hep lipid drop -3, T cell HTS inactive, Ins promoter up -0.8, Ins promoter up cell count 933, Hep lipid drop cells 6.5 µM 710, b-catenin transl cell count 5 µM 1341 and T cell HTS vesicle-bound % 49.
For CCOC(=O)C1=C(O)C(Nc2nccs2)(C(F)(F)F)N=C1C (stereo not given) the results were human PMI inhibitors -2%, TNAP activation fold 1.1, Autophagy HCS inactive, MT stabilize HCS 4.0, PMI inhibitors -4%, T cell HTS inactive, T cell HTS vesicle-bound % 47, MT stabilize HCS Hoechst-high % 3.0, MT stabilize HCS cytotoxicity % 11 and Autophagy HCS cell loss 18 h -9.
CN1C(=O)NC(NS(=O)(=O)c2ccc(N)cc2)(C(F)(F)F)C1=O (stereo not given) was read as b-catenin transl -2.4, human PMI inhibitors 1%, TNAP activation fold 1.1, Autophagy HCS inactive, Hep lipid drop -34, MT stabilize HCS 3.0, PMI inhibitors -3%, T cell HTS inactive, Hep lipid drop cells 6.5 µM 689, b-catenin transl cell count 5 µM 1062, T cell HTS vesicle-bound % 55, MT stabilize HCS Hoechst-high % 4.0, MT stabilize HCS cytotoxicity % 8.1 and Autophagy HCS cell loss 18 h -3.
Screening CC(C)(C)CC(C)(C)NC(=S)NC1CCN(Cc2ccccc2)CC1 returned b-catenin transl 1.0, human PMI inhibitors 2%, TNAP activation fold 1.1, Autophagy HCS inactive, Hep lipid drop -14, MT stabilize HCS 4.4, PMI inhibitors 6%, T cell HTS inactive, Ins promoter up -0.5, Ins promoter up cell count 1024, Hep lipid drop cells 6.5 µM 668, b-catenin transl cell count 5 µM 986, T cell HTS vesicle-bound % 11, MT stabilize HCS Hoechst-high % 2.8, MT stabilize HCS cytotoxicity % 5.4 and Autophagy HCS cell loss 18 h 8.
Screening COc1ccccc1N1C(=S)N=C(Nc2c(C)cccc2C)C12CCCC2 returned b-catenin transl -1.3, Hep lipid drop -6, T cell HTS inactive, Ins promoter up -0.36, Ins promoter up cell count 1486, Hep lipid drop cells 6.5 µM 710, b-catenin transl cell count 5 µM 1103 and T cell HTS vesicle-bound % 32.
O=C(O)C1Sc2[nH]c(=O)sc2C2c3cc(Br)ccc3OC(=O)C12 (stereo not given) was read as b-catenin transl -1.3, Hep lipid drop -21, T cell HTS inactive, Ins promoter up 0.05, Ins promoter up cell count 1078, Hep lipid drop cells 6.5 µM 697, b-catenin transl cell count 5 µM 1326 and T cell HTS vesicle-bound % 56.
Screening CC12CN(NC(=O)c3ccccc3F)C3(C#N)CC1CCC23C (stereo not given) returned b-catenin transl -4.5, human PMI inhibitors 0%, TNAP activation fold 1.1, Autophagy HCS inactive, Hep lipid drop 10, MT stabilize HCS 1.6, PMI inhibitors 5%, T cell HTS inactive, Ins promoter up -0.18, Ins promoter up cell count 1484, Hep lipid drop cells 6.5 µM 651, b-catenin transl cell count 5 µM 1105, T cell HTS vesicle-bound % 52, MT stabilize HCS Hoechst-high % 1.1, MT stabilize HCS cytotoxicity % 2.9 and Autophagy HCS cell loss 18 h -21.
`Cc1cc(=O)n2nc(N3CCCC3C(=O)NCCCN3CC(C)CC(C)C3)sc2n1` (stereo not given) gave b-catenin transl 0.6, human PMI inhibitors 11%, TNAP activation fold 1.1, Autophagy HCS inactive, Hep lipid drop -1, MT stabilize HCS 3.8, PMI inhibitors 16%, T cell HTS inactive, Ins promoter up 0.17, Ins promoter up cell count 1281, Hep lipid drop cells 6.5 µM 782, b-catenin transl cell count 5 µM 1049, T cell HTS vesicle-bound % 10, MT stabilize HCS Hoechst-high % 2.4, MT stabilize HCS cytotoxicity % 10 and Autophagy HCS cell loss 18 h 12.

Screening results as filed in PubChem BioAssay.
